From PubChem BioAssay
PMI act – increases human mannose-6-phosphate isomerase activity; purified human PMI, coupled resazurin fluorescence, 20 min; stronger effect = higher value; 1 = vehicle control, 0 substrate-free wells; P34949; actives 0.005% (n = 190,000); activation factor at 20 µM;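 active means activation factor of 2 or more at 20 µM, relative to plate controls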
PMI act hi M6P – PMI (human) activation, high substrate; P34949; coupled PMI enzyme assay, resazurin fluorescence, 20 min; stronger effect = higher value; 1 = untreated enzyme, 0 = substrate-free blank; activation factor at 20 µM; actives 0.34% (n = 190,000); AID 1216;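 active means activation factor of 2 or more at 20 µM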
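Test system: Human PMI in coupled enzyme assay | Input: 15 ng/mL PMI | Medium: HEPES-buffered pH 7.4 with magnesium and detergent | Compound: One concentration, 20 µM, in 1% DMSO | Incubation: Enzyme reaction with compound 20 min at room temperature | Detection: Diaphorase-driven resazurin-to-resorufin fluorescence, excitation 544, emission 590 nm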
S1P3 antagonist – antagonists of human S1P3 receptor | AID 485 | inhibition, % at 4.98 µM | actives 0.27% (n = 170,000) | CHO S1P3 NFAT-BLA reporter, FRET fluorescence, antagonist mode;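 active means inhibition above the plate cutoff, the mean inhibition of test wells on that plate plus 3 SD, cut at about 28% in these data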;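 further: cells challenged with S1P at its EC80 of 0.8 µM; blue over green emission ratio from cleaved BLA substrate after 4 h stimulation; 0% = S1P-stimulated wells and 100% = unstimulated DMSO-only wells; some compounds past the cut are filed as inactive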
Diaph act CS – activates diaphorase or chemically reduces, flagging diaphorase assay artifacts; Diaphorase/resazurin coupled assay, resorufin fluorescence, 16 min; stronger effect = higher value; 1 = vehicle wells, 0 = NADH-free wells; activation factor at 20 µM; actives 0.005% (n = 190,000); AID 1229;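 active means diaphorase activity raised at least twofold by the compound at 20 µM; inactive means activation factor below 2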
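Test system: Clostridium kluyveri diaphorase, purified enzyme. Buffer or medium: 50 mM HEPES pH 7.4 buffer plus MgCl2 and Tween 20. Also added: 0.114 mM NADH and 0.1 mM resazurin, final amounts. Dosing: compound 20 µM once, DMSO 1%. Schedule: 16 min enzyme reaction, ambient temperature. Detection: fluorescence of resorufin, 544 nm excitation, 590 nm emission.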
G6PDH CS – inhibits Leuconostoc G6PDH, flagging false hits in G6PDH-based assays; Purified L. mesenteroides G6PDH, diaphorase/resazurin coupled fluorescence, 45 min; inhibition, % at 5 µM; actives 0.12% (n = 200,000)
Lmaj promast – reduces viability of Leishmania major promastigotes; actives 9% (n = 200,000); inhibition, % at 10 µM; resazurin fluorescence viability;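 further: promastigotes grown with compound for 44 hours at 28 °C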
Hsp70 act – transcriptional activators of Hsp70; activation, % at 10 µM; HeLa Hsp70 promoter luciferase reporter, luminescence; scaled: vehicle 0, proteasome-inhibitor control 100%; actives 0.04% (n = 200,000);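 active means activation above the mean across all tested compounds plus 3 SD, cutoff set per campaign, cut at about 5.5% in these data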;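 further: 100% = MG132 at 30 µM as the positive control and 0% = DMSO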
Diaphorase inh – diaphorase inhibition or chemical oxidation counter-screen. diaphorase resazurin-to-resorufin fluorescence, NADH, 16 min; bacterial (C. kluyveri) enzyme, not human. inhibition, % at 20 µM. actives 0.69% (n = 190,000);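 active means primary screen inhibition at 20 µM above a set limit, cut at about 50% in these data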;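 further: plate controls were DMSO with full reaction for no effect and wells lacking NADH for full effect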
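controls = No-NADH positive control and DMSO neutral control | system = Clostridium kluyveri diaphorase enzyme | timing = reaction incubation of 16 min at room temperature | signal = resorufin fluorescence 544/590 nm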
DTT redox prof – compounds producing H2O2 with reducing agent – biochemical, NIH compound library profiling, artefact control for MLSCN library redox annotation, primary screen; DTT-dependent redox cycling H2O2, phenol red/HRP absorbance; 100% = 100 µM peroxide control, 0% = buffer; activation, % at 10 µM; actives 0.03% (n = 200,000);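 active means activation of at least 50% relative to the plate's high and low controls in the primary single-dose screen; inactive means activation below 50%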;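 further: compound incubated with DTT at 0.8 mM final as the reducing agent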
TLR4-MyD88 BLA – inhibitors of human TLR4-MyD88 binding; HeLa CL3-4 TLR4/MyD88 BLA complementation, FRET ratio; inhibition, % at 8.4 µM; actives 0.18% (n = 200,000); AID 861; in the data active means inhibition above about 25%;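 further: 0% = vehicle and 100% = reference inhibitor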
Target sequence (O00206 whole entry, looked up): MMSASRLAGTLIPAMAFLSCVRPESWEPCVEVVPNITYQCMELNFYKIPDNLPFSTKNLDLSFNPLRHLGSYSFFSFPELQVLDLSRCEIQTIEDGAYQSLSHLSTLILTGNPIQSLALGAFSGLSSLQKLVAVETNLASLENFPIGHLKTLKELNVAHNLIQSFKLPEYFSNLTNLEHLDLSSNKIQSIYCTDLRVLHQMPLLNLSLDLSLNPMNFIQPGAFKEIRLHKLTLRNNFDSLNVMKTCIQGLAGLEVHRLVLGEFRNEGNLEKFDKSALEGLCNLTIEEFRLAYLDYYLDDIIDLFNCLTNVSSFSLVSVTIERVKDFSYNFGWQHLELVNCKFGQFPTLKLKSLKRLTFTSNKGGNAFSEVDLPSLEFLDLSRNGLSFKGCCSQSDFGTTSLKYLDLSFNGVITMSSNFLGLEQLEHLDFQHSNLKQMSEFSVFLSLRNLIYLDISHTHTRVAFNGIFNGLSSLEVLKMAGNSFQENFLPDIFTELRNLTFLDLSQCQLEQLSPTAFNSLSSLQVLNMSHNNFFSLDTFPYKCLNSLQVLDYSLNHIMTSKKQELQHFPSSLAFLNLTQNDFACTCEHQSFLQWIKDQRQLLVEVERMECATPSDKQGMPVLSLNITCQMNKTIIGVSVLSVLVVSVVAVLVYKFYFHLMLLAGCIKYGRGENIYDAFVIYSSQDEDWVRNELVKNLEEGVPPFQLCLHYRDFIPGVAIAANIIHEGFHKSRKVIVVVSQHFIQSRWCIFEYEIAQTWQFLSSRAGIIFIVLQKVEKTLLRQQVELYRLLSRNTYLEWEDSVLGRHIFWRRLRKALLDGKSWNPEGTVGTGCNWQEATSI
Target sequence (Q99836 whole entry, looked up): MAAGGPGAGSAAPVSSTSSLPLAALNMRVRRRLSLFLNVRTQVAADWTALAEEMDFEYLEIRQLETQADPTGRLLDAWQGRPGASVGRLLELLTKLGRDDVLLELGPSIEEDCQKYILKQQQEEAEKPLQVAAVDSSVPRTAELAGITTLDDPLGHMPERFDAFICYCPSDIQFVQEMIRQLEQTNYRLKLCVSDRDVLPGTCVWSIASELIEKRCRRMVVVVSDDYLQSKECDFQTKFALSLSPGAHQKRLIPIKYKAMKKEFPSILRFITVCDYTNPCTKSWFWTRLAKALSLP
RAM network inh – blocks the yeast RAM network; AID 868; S. cerevisiae dse1pr::URA3 reporter, 5-FOA growth OD615, 2 d; analog-sensitive cbk1-as2 kinase mutant strain; actives 1.8% (n = 190,000); inhibition, % at 50 µM;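 active means inhibition above a set limit, 3 SD over mean compound inhibition, cut at about 8.4% in these data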;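 further: 0% = DMSO-only wells with no growth and 100% = 10 µM 1-NA-PP1 full growth; inhibition rescues growth on 5-FOA so higher OD means more RAM inhibition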
Numbers without * were called inactive; . = no result given. Unless noted, no stated cut-off is given here; in the data, active means inhibition above about 50%; inactive means the rest.

SMILES	PMI act	PMI act hi M6P	S1P3 antagonist	Diaph act CS	G6PDH CS	Lmaj promast	Hsp70 act	Diaphorase inh	DTT redox prof	TLR4-MyD88 BLA	RAM network inh
O=C(c1cccs1)N(c1ccc(Br)cc1)C1C=CS(=O)(=O)C1 (stereo unspecified)	1	0.9	8	0.9	2	2	-0.4	13	0.1	-3	1.7
CCC(Sc1nnc(C)s1)C(=O)Nc1nccs1 (stereo unspecified)	0.9	0.9	12	0.8	10	-8	0.8	19	-2.1	10	0.1
Cc1ccnc(SCC(=O)N2CCN(c3cccc(Cl)c3)CC2)n1	0.9	0.9	-18	0.9	-9	1	-0.2	8	1.3	-5	-1.4
Cc1c2ccccc2nc2c(F)c(N(C)C)c(F)c(F)c12	1.1	1	8	0.9	4	8	-0.2	13	0.1	-8	-0.2
COc1ccc(Nc2oc(COc3ccc(OC)cc3)nc2C#N)cc1	0.9	0.8	.	0.7	0	-6	-0.3	27	2.5	-12	2.2
COC(=O)C1CCN(C(=O)C(C)Oc2ccc(Cl)cc2Cl)CC1 (stereo unspecified)	0.9	0.9	.	0.9	6	1	0.0	6	0.1	-2	1.2
Cc1ccnc(NC(=O)CCC(=O)N(CC(=O)NC(C)(C)C)c2ccc3c(c2)OCCO3)c1	1.1	1.1	-4	1	2	-4	-0.1	2	0.0	-18	-0.1
CCCn1ccc(O)c(Cc2ccc(Cl)cc2)c1=O	1	0.9	5	1	8	-3	0.0	-2	0.7	-3	1.7
Cc1cc(-c2c(C)n([O-])c(C)c(C)[n+]2=O)ccc1F	1.1	1.1	.	1.1	6	-5	0.2	-6	-2.6	1	1.6
CCN(CC(=O)NCc1ccc(Cl)cc1)C(=O)c1ccc(S(=O)(=O)N(C)C)cc1	1	1	-10	1	3	0	-0.4	0	-0.6	-20	-0.5
O=C(Nc1nc(-c2ccccn2)cs1)C1CC1	0.8	0.8	-15	0.8	-23	86*	0.4	23	0.4	-5	0.6
COc1ccc(C(=O)C2CCN(C(=O)c3ccc(C)cc3)CC2)cc1	0.9	0.9	.	1	7	10	0.0	3	0.4	-13	-1.2
Cc1cc(=O)oc(C)c1C(=O)OCC(=O)c1ccccc1	0.9	0.9	-16	0.8	17	-4	0.0	18	1.6	-2	2.4
CCOC(=O)C1=C(C)N=c2s/c(=C\c3cc(OC)c(OC)c(OC)c3)c(=O)n2C1/C=C/c1ccccc1 (stereo unspecified)	0.9	0.9	10	0.8	-14	20	-0.4	18	0.6	9	2.3
CC1(C)CC(=O)C=C(NC2CCCCCCC2)C1	1.1	1.1	.	1	7	2	-0.3	4	3.8	9	-0.9
O=S(=O)(c1cccc(-c2nc3ccccc3s2)c1)N1CCCC1	0.8	0.8	8	0.8	5	0	-0.3	16	9.4	2	6.8
Cc1cc(C)n(-c2ccc(C(=O)OCC(=O)NCc3ccc(F)cc3)cc2)n1	0.9	1	-7	0.9	-15	-5	-0.4	5	0.5	-1	4.2
Cc1ccc(-c2noc(CCC(=O)N(C)c3ccccc3C)n2)cc1	1	0.9	4	0.8	0	3	-0.1	16	0.1	-1	2.4
Brc1ccc(CSc2nnc(Cc3c[nH]c4ccccc34)o2)cc1	0.8	0.9	30	0.7	2	-1	-0.4	26	0.0	2	13*
Fc1cccc(Cl)c1/C=N/n1c(-c2cccnc2)n[nH]c1=S	0.9	0.9	-39	0.9	11	1	-0.3	12	-0.6	-4	0.6
COc1cccc2c1OC[C@@H](CO)[C@H]2N(C)C(=O)Nc1ccc(Cl)cc1	0.8	0.8	.	0.9	11	-4	-0.4	12	2.0	3	2.1
COc1cc2c(cc1OC)C(/C(C#N)=N\O)=NC(C)(C)C2	1	1	16	1	-6	1	-0.2	-2	0.7	11	1.2
Cc1cc(C)c(C)c(S(=O)(=O)N2CCN(CC(=O)Nc3ccc([N+](=O)[O-])cc3)CC2)c1C	1	1	0	0.9	8	-5	-0.3	13	1.0	12	4.3
O=C(Nc1ccccc1Cl)c1ccccc1Oc1ccc(C(F)(F)F)cc1[N+](=O)[O-]	0.8	0.8	.	0.7	5	79*	-0.6	28	7.1	6	5.8
Cc1ccc(NC(=O)CS(=O)CC(=O)Nc2cccc(C)c2C)cc1F (stereo unspecified)	1	1	-12	0.9	0	-8	-0.3	7	1.1	9	1.8
Cc1ccc(C)c(NC(=O)c2nc(-c3ccccc3)n(-c3ccccc3)n2)c1	0.9	0.8	.	0.8	0	35	-0.5	18	0.2	-14	0.7
CCCn1nnnc1SCC(=O)N1CCCc2ccccc21	0.9	0.9	.	1	-12	-4	0.1	4	1.6	8	1.7
Cc1c(-n2c(SCC(=O)NC(C)C(C)C)nc3ccccc3c2=O)c(=O)n(-c2ccccc2)n1C (stereo unspecified)	1.1	1.1	-18	1	11	16	-0.4	-2	-1.1	-3	0.8
c1cc2nnnn2nc1N1CCCCC1	1.1	1	-12	1	2	1	-0.2	3	1.4	-7	2.2
O=C1CCCN1CCC1CCCCN1Cc1nc(COc2ccccc2)no1 (stereo unspecified)	1	1.1	-5	1	10	-8	-0.3	3	-1.6	-12	1.9
CNC(=O)Nc1cccc(NC(=O)NC)n1	0.9	0.9	.	0.9	0	-6	-0.2	8	0.5	1	-0.7
CCn1c(CSc2nc3ccccc3s2)n[nH]c1=S	1	1.1	.	0.8	0	-3	-0.2	17	-0.1	5	0.0
CSc1nc(C)c(CCOC(=O)c2cccc(C)c2)c(=O)[nH]1	1	1	.	1	-2	7	-0.1	2	2.5	14	1.5
CC(C)(C)C(=O)Cn1c(=N)n(Cc2ccccc2)c2ccccc21	1.1	1	-3	0.7	4	58*	-0.3	27	-0.6	-15	1.2
CC[n+]1cc(-c2ccccc2)nc(N2CCOCC2)n1	1.2	1	-2	0.8	5	17	-0.3	22	1.5	-14	0.8
CCOC(=O)C1=C(Cn2ccc(C(F)(F)F)n2)NC(=O)NC1c1ccc2c(c1)OCO2 (stereo unspecified)	0.9	0.8	-28	0.7	-1	7	-0.5	32	0.3	-13	-0.1
NC(=O)[C@H]1CC2(CC(c3cccc(NC(=O)c4ccccc4)c3)=NO2)CN1C(=O)[C@H]1CCC(=O)N1 (stereo partly specified)	1.1	1	.	0.9	4	-6	-0.5	9	-9.3	-5	0.1
Cc1nn(-c2ccc(F)cc2)c(Cl)c1/C=C(\CC(=O)O)c1nc2ccccc2s1	0.9	0.9	.	1	6	-2	-0.1	-5	1.5	-8	4.5
CCOC(=O)CC1=CC(C)(CC(=O)OCC)C(C#N)(C#N)C(N)=C1C#N (stereo unspecified)	0.9	0.8	-15	0.9	-9	18	-0.3	14	1.1	-8	2.7
N#Cc1c(-c2ccc(Cl)cc2Cl)nc2n(c1=O)CCS2	1	1.1	.	1	4	-4	-0.3	-3	0.2	5	0.3
COc1ccc(S(=O)CC(=O)Nc2ccccc2Cl)cc1 (stereo unspecified)	1.1	1.1	0	1	12	-2	-0.1	4	-0.3	-4	-1.1
CCOc1ccccc1OCCOc1cccc(C(F)(F)F)c1	0.9	0.9	.	0.8	2	-4	0.0	18	-4.0	19	-0.2
O=C(CC1C(=O)NCCN1Cc1ccc(-c2ccccc2)cc1)NC1CCC1 (stereo unspecified)	.	.	-22	.	14	-10	0.5	.	0.0	7	1.2
Nc1cccc2c1C(=O)N(C(=O)/C=C/c1cccc(F)c1)C2=O	1.2	1.2	-7	0.9	0	-7	-0.1	8	0.2	20	2.1
COc1ccc(C(=O)NCc2cn3ccccc3n2)cc1	0.9	0.9	-18	0.9	9	-4	0.0	5	-0.8	-9	2.9

Part of the list above in order of SMILES length, falling.
SMILES	PMI act	PMI act hi M6P	S1P3 antagonist	Diaph act CS	G6PDH CS	Lmaj promast	Hsp70 act	Diaphorase inh	DTT redox prof	TLR4-MyD88 BLA	RAM network inh
COC(=O)C1CCN(C(=O)C(C)Oc2ccc(Cl)cc2Cl)CC1 (stereo unspecified)	0.9	0.9	.	0.9	6	1	0.0	6	0.1	-2	1.2
CCOc1ccccc1OCCOc1cccc(C(F)(F)F)c1	0.9	0.9	.	0.8	2	-4	0.0	18	-4.0	19	-0.2
CC1(C)CC(=O)C=C(NC2CCCCCCC2)C1	1.1	1.1	.	1	7	2	-0.3	4	3.8	9	-0.9

Further results.
SMILES	PMI act	PMI act hi M6P	S1P3 antagonist	Diaph act CS	G6PDH CS	Lmaj promast	Hsp70 act	Diaphorase inh	DTT redox prof	TLR4-MyD88 BLA	RAM network inh
COc1cc(C2C(C#N)=C(N)N(c3cccnc3)C3=C2C(=O)CC(C)(C)C3)ccc1O (stereo unspecified)	0.8	0.9	.	0.7	4	-3	-0.1	26	-0.5	-4	3.6
COc1cc(CN2CCC(C(=O)N3CCCC(C)C3)CC2)cc(Br)c1O (stereo unspecified)	0.8	0.9	-8	0.8	-3	76*	-0.4	24	-0.6	-7	0.1
CCc1nn(CC(=O)N2CCN(Cc3ccc4c(c3)OCO4)CC2)c(=O)c2cc3occc3n12	1	1	-32	0.8	3	2	-0.3	17	1.7	-5	0.9
Cn1c(=O)c2c(nc(CN3CCc4ccccc4C3)n2CCCO)n(C)c1=O	1.8	2.2*	11	1	3	1	-0.5	3	-0.4	5	0.9
CCOC(=O)c1[nH]c(C)c(C(=O)N(CC)CC)c1C	1.1	1.1	2	0.9	-1	-8	-0.2	6	-0.7	-2	1.3
Cc1cc2oc(=O)cc(CN3CCN(S(=O)(=O)c4cccs4)CC3)c2cc1C(C)C	1	1.1	-6	1	-10	16	-0.3	-4	0.2	-3	3.0
Cc1[nH]n(-c2ccccc2)c(=O)c1/C=N/c1ccccn1	1	0.9	8	0.9	1	-6	-0.4	11	0.2	3	-0.5
O=C(CCNC(=O)c1ccccc1Cl)Nc1ccc(Br)c(C(F)(F)F)c1	0.8	1	-4	0.9	5	-3	-0.2	7	-0.2	-21	0.4
CCOC(=O)CNC(=O)/C=C/c1c(Cl)cccc1Cl	1	1.1	-6	0.9	2	-5	0.2	11	-0.2	3	-0.7
COc1ccccc1C(=O)NCCn1cc(SCC(=O)Nc2cc(C)on2)c2ccccc21	1	1	-9	0.9	-6	8	0.0	10	-1.0	-7	0.9
CCc1nnc(SCc2ccc(CSc3nnc(CC)n3N)cc2)n1N	1	1	-25	1	1	-6	-0.2	-2	0.9	16	0.5
CSc1nc(SCC(=O)NC(c2ccccc2)c2ccccc2)c2c3c(sc2n1)CN(C)CC3	1	1	.	1.1	6	71*	-0.3	-13	-7.4	3	0.6
